mABHD4 FP = inhibitors of mouse ABHD4; purified mABHD4, FP-Rh probe fluorescence polarization; inhibition, % at 8.92 µM; hit rate 0.54% among 370,000; AID 720543; Q8VD66;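 active means inhibition exceeding the mean over every tested compound plus 3 SD, cut at about 30% in these data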;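 further: 0% = plate median of compound wells and 100% = S159A mutant with DMSO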
Target sequence (Q8VD66 whole entry, looked up): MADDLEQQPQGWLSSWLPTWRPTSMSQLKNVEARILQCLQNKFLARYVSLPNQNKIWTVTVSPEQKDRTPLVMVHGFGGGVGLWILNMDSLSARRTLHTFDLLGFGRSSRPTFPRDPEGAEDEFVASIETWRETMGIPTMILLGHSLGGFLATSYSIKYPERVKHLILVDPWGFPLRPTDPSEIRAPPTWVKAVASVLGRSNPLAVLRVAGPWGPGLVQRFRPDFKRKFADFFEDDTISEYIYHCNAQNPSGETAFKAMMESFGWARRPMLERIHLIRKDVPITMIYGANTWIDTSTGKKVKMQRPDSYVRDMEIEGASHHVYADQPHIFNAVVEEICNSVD
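Doses – 8.92 µM, single dose · Material – wild-type mouse ABHD4 protein · Replication – single well per compound (singlicate) · Measure – percent inhibition of probe binding, normalized to plate controls · Schedule – 45 min compound pre-incubation plus 60 min probe step, 25 °C · Detection – fluorescence polarization with parallel and perpendicular emission, 525/598 nm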
UHRF1 MBD2 ctr = blocks human UHRF1 binding to methylated DNA; Q96T88; UHRF1 binding to methylated oligo, TR-FRET; inhibition, % at 4.4 µM; hit rate 0.75% among 370,000; in the data active means inhibition above about 21%;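 further: UHRF1 SRA domain binding a hemimethylated CpG hairpin DNA probe; 0% = median of test compound wells and 100% = reference inhibitor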
HTRA1 inhibitor = HTRA1 (human) protease inhibition; Q92743; recombinant HTRA1, FP-rhodamine activity-based probe, fluorescence polarization; inhibition, % at 5.96 µM; hit rate 0.5% among 340,000; AID 504803; in the data active means inhibition above about 36%;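 further: 0% = enzyme with DMSO and 100% = wells lacking enzyme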
rCAG binder = binds r(CAG) RNA repeats. r(CAG) RNA repeat, TO-PRO-1 dye displacement fluorescence. hit rate 1.3% among 370,000. inhibition, % at 3 µM. AID 651821;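 active means inhibition above the plate cutoff, the mean of all test compounds on that plate plus 3 SD, cut at about 35% in these data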;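 further: 0% = DMSO alone and 100% = 100 µM mitoxantrone as full dye displacement; higher means more dye released from RNA so lower well fluorescence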
TCR-CD3 inh = inhibitors of human TCR-CD3 interaction; TAMRA-labeled TCR probe fluorescence, biochemical; inhibition, % at 9.4 µM; hit rate 0.37% among 360,000; in the data active means inhibition above about 19%;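 further: recombinant mutant TCR 2C K166C tagged with TAMRA read by polarization; 0% = receptor in buffer alone and 100% = receptor with positive control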
MBD2 inh = MBD2-methylated oligo binding inhibition. Q9UBB5. TR-FRET, MBD2 binding to methylated oligonucleotide. inhibition, % at 4.4 µM. hit rate 0.31% among 370,000; in the data active means inhibition above about 13%
Target sequence (Q9UBB5 whole entry, looked up): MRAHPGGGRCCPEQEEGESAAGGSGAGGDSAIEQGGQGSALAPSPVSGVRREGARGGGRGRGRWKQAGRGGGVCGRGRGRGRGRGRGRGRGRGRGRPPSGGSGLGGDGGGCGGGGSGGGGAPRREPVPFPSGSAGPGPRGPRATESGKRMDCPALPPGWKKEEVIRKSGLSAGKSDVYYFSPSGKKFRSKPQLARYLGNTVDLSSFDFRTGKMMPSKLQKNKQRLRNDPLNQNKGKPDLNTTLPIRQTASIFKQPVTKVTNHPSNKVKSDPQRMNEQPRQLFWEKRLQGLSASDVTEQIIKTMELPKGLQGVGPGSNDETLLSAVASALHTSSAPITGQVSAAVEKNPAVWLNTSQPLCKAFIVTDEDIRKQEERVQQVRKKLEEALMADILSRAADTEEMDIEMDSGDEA
SIAE primary = human SIAE inhibition, primary screen | Q9HAT2 | SIAE FP-Rh probe binding, fluorescence polarization | inhibition, % at 9.66 µM | hit rate 0.69% among 370,000;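 active means inhibition above a cutoff: mean of compounds within the control limits plus 3 SD of those, cut at about 17% in these data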;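 further: 0% = plate median of compound wells and 100% = probe without SIAE protein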
GC-A act = GC-A (human) enzyme activation; P16066; HEK293 GC-A cells, cGMP TR-FRET, EC30 ANP; 0% at EC30 ANP, 100% saturating ANP; activation, % at 10 µM; hit rate 0.14% among 370,000; in the data active means activation above about 40%
NPR2 activator = GC-B (human) receptor activation. P20594. HEK293-GC-B cells, CNP EC30, cGMP TR-FRET; 0% at EC30 CNP, 100% saturating CNP. activation, % at 10 µM. hit rate 0.11% among 370,000;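 active means activation at 10 µM reaching about 35% in either raw or pattern-adjusted values, limit read from the data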
PRMT1 FP inh = PRMT1 (human) inhibition, primary screen | recombinant PRMT1, activity-based probe fluorescence polarization | inhibition, % at 2.79 µM | hit rate 1.3% among 370,000;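 active means inhibition above about 21% made by adding two undisclosed values, limit read from the data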
An asterisk follows results filed as active; · = no result given. Some of the compounds tested; the hit share may differ from the screen's.

molecule | mABHD4 FP | NPR2 activator | MBD2 inh | TCR-CD3 inh | PRMT1 FP inh | GC-A act | SIAE primary | UHRF1 MBD2 ctr | HTRA1 inhibitor | rCAG binder
CCC(C)SCc1nc2ccccc2[nH]1 (stereo unspecified) | -14 | 3 | -1 | 2 | 8 | 2 | 5 | 2 | 4 | 6
CCCn1c(SCC(=O)Nc2cccc(S(=O)(=O)N(C)C)c2)nc2ccccc2c1=O | -6 | 3 | -5 | -6 | 6 | -6 | -12 | 0 | -20 | 14
O=C(/C=C/c1ccc([N+](=O)[O-])cc1)Nc1ncc([N+](=O)[O-])s1 | 7 | -1 | 5 | 8 | -1 | 9 | -3 | 16 | -1 | 7
C=C(C)Cn1c(Sc2nnc(C)s2)nc2c1c(=O)[nH]c(=O)n2C | 3 | 3 | 5 | 2 | 0 | 2 | -4 | 3 | 9 | -5
CCN1CCCC1CNC(=O)c1cc(S(N)(=O)=O)ccc1OC (stereo unspecified) | -1 | -1 | 0 | 9 | -3 | 6 | 4 | -1 | 4 | 4
Cn1c(CSCc2ccccc2Cl)n[nH]c1=S | -3 | -13 | 3 | 1 | -2 | -3 | 1 | -2 | 1 | -2
Cn1c(=O)c2c(nc(N3CCCCC3)n2CCCNC2=NCCCC2)n(C)c1=O | 4 | 5 | 2 | 2 | 0 | 2 | -2 | 0 | -9 | 1
O=C1/C(=C\c2ccc(Br)o2)SC(=Nc2ccccc2)N1c1ccccc1 | -8 | 2 | 5 | -4 | 8 | -7 | -9 | 2 | -28 | 15
CN(C)CCn1c(COc2ccccc2)nc2ccccc21 | 2 | -12 | -2 | -1 | -1 | -7 | 3 | 0 | 5 | -7
Cc1ccc(S(=O)(=O)NNC(=O)c2csnn2)cc1 | -8 | -3 | 2 | 1 | 12 | -4 | 1 | 5 | 1 | 10
O=C(Nc1csc([N+](=O)[O-])c1)Nc1c(Cl)cccc1Cl | 3 | -3 | -3 | 4 | -3 | 2 | 9 | 4 | -8 | 7
O=C(N[C@@H]1CCC(=O)N(CC[C@H](Sc2ccc(Br)cc2)c2ccccc2)CC1)OCc1ccccc1 | -8 | 4 | -3 | 1 | -2 | 1 | 2 | 1 | -68 | 2
CCOC(=O)c1cc2c(ccn2C)n1CC(=O)N(C)C | 1 | -4 | 5 | -7 | 4 | 0 | 8 | 1 | 2 | -2
CCOC(=O)CN1C(=O)C(O)=C(C(C)=O)C1c1ccc(F)cc1 (stereo unspecified) | -6 | 1 | 0 | -5 | 4 | 0 | 5 | -1 | -3 | 0
CCCCn1c(N)c(N(CCOC)C(=O)c2ccc(N3C(=O)CCC3=O)cc2)c(=O)[nH]c1=O | -1 | 3 | 1 | -3 | -1 | 2 | -5 | 0 | 0 | -1
COC(=O)c1c(C(=O)OC)c(-c2ccc(F)cc2)n2c1CS(=O)(=O)C2 | 3 | 7 | -8 | 1 | 2 | 1 | -2 | 0 | 3 | -4
CC(=O)OCC(=O)Nc1ccc(C(C)=O)cc1 | 10 | 0 | -1 | -3 | 0 | 2 | -1 | 1 | 1 | 0
O=C(COC(=O)Cc1ccc(S(=O)(=O)N2CCOCC2)s1)Nc1ccccc1 | -6 | -2 | -1 | 3 | -1 | -3 | -5 | 0 | -3 | 9
CCOC(=O)NC(C)N1C(=O)C2C3C=CC(C3)C2C1=O (stereo unspecified) | 1 | 1 | -2 | 0 | 2 | 3 | -3 | -1 | 1 | 1
O=C(CN1CCCC1)Nc1cc(C(F)(F)F)cc(C(F)(F)F)c1 | -1 | 1 | -5 | 6 | -2 | 0 | 1 | 2 | 0 | -5
CC1CCN(S(=O)(=O)c2ccc(NC(=O)CCNC(=O)c3ccc(Cl)cc3)cc2)CC1 | 1 | -2 | -4 | -3 | -1 | -5 | 1 | -1 | 3 | 2
Cc1ccc(NC(=O)COC(=O)CCC(=O)c2cccs2)c(Br)c1 | -7 | -3 | -4 | -5 | -5 | 0 | -5 | 2 | 1 | -2
CCOc1ccc(OCCC(=O)OCC(=O)NNC(=O)c2ccccc2)cc1 | 2 | 4 | 1 | 7 | 0 | 2 | 5 | 2 | 6 | 0
CC(C)c1ccc(N=C(N)N=C(N)N)cc1 | -2 | 2 | 0 | 0 | -2 | 0 | 1 | -1 | 2 | -1
COc1ccc(-c2cc(C(F)(F)F)nc(SCC(=O)Nc3cc(C)on3)n2)cc1OC | 0 | 2 | 3 | -4 | 0 | 6 | -4 | -1 | -7 | 2
FC(F)(F)c1ccccc1-n1c(-c2cnccn2)n[nH]c1=S | -7 | 1 | -2 | 8 | -6 | -1 | 6 | 5 | 9 | 0
O=C(C1COc2ccccc2O1)N1CCCC1 (stereo unspecified) | 4 | 6 | -1 | -2 | -4 | 2 | 3 | 0 | 2 | 1
CN1CCC(OC(=O)c2ccccc2)CC1 | 3 | 1 | 3 | -4 | 1 | 8 | -1 | 2 | 1 | -3
COc1ccc(C(=O)NCC(=O)OCC(=O)c2ccc(Cl)cc2)cc1OC | 5 | 1 | 0 | -5 | 1 | 1 | 6 | -1 | -6 | 1
CC(C)c1cc(C(=O)Nc2cccc(Cl)c2)no1 | 3 | -3 | 3 | 2 | -1 | 2 | -1 | 3 | -5 | -4
Cc1ccc(C(=O)N/N=C/c2ccc(S(=O)(=O)O)o2)c(Cl)c1 | 4 | 5 | -6 | 3 | 0 | -2 | -2 | -2 | -1 | 3
O=C1/C(=C\c2cc(Cl)c(O)c(Cl)c2)SC(=S)N1Cc1ccccc1 | -88 | 1 | 0 | -66 | -8 | 6 | -128 | 2 | -35 | 18
Cc1ccc(NC(=O)CSCC(=O)O)c(C)c1 | 2 | 3 | -2 | 1 | 2 | 4 | -3 | 2 | 0 | 0
CCN(CC)CCCNC(=O)c1ccc2c3n(nc2c1)-c1ccc(Cl)cc1CO3 | -1 | -2 | -4 | 0 | -2 | 5 | -3 | -19 | -9 | 4
O=C(COC(=O)CCc1nc2ccccc2c(=O)[nH]1)Nc1ccc(Cl)cn1 | 1 | -3 | -5 | 2 | -1 | 0 | 2 | 2 | 4 | 7
CC(=O)c1cccc(NC(=O)CNC(=O)Cc2ccccc2)c1 | 4 | -2 | -4 | -1 | -2 | 2 | -4 | 2 | 0 | 2
COCCN(C(=O)COC(=O)c1ccc2[nH]c(C)c(C)c2c1)c1c(N)n(Cc2ccccc2)c(=O)[nH]c1=O | -4 | 2 | -7 | 0 | 1 | -1 | 15 | -3 | 0 | 4
O=C1CSC(=S)N1/N=C/c1ccc(C(F)(F)F)cc1 | 4 | 2 | -1 | -1 | 17 | 3 | -3 | -2 | 7 | 19
O=S(=O)(Cc1ccc(Cl)cc1)NCC1CCCO1 (stereo unspecified) | 3 | 4 | -3 | 8 | -3 | -2 | 0 | -2 | -5 | 1
CCOC(=O)N1C(=O)C[C@](Sc2ccc(C)cc2)(C(=O)OC)[C@H]1c1ccccc1 | 3 | 4 | 2 | 1 | 54* | -1 | 2 | -1 | · | -3
CCC1=C(OC(=O)N(CC)CC)N2C(=O)OC(=NCC3CC3)[C@]2(C)[C@H]2C1=CC[C@H]1C(=O)N(CC(=O)OC)C(=O)[C@H]12 | 5 | 2 | 1 | -4 | 1 | 2 | 3 | 0 | -2 | -6
CN(C)c1ccc(NC(=O)Cn2c(=O)n(Cc3ccccc3)c(=O)c3ccccc32)cc1 | 6 | 3 | 0 | 6 | 0 | 4 | -6 | -1 | 4 | 3
C[C@@H]1COc2cc(Br)ccc2S(=O)(=O)N1Cc1cn(CCC2OCCO2)nn1 | -2 | -2 | 3 | · | -1 | 0 | 3 | -3 | · | -2
COc1cc(C2C(N3C(=O)c4ccccc4C3=O)C(=O)N2c2ccc(C)c(C)c2)cc(OC)c1OC (stereo unspecified) | -15 | 3 | 2 | -8 | 6 | 4 | -13 | 5 | -15 | 8
CN1CCN(CCCNC(=O)c2nnc(Cc3c(F)cccc3Cl)o2)CC1 | 1 | 3 | 0 | 1 | 1 | -2 | -7 | 2 | 4 | -5
O=C(c1cccc(C(F)(F)F)c1)N1CC[C@H]2[C@H](CCCN2Cc2cc(F)cc(F)c2)C1 | -4 | 8 | -3 | · | -3 | 1 | 1 | -1 | · | -3
CCOc1ccc(S(=O)(=O)NCC2CCCO2)c2ccccc12 (stereo unspecified) | -3 | -3 | 9 | -4 | 1 | 3 | -3 | 5 | -3 | 0
NC(=O)c1nsc(C(=O)N(Cc2cccnc2)C(C(=O)NC2CCCC2)c2ccc(F)cc2)c1N (stereo unspecified) | -7 | -6 | 1 | -3 | -2 | -10 | 5 | 2 | 0 | -4
CSc1ccc(S(=O)(=O)NCC(=O)OCC(=O)N(C)CC(=O)Nc2ccccc2Cl)cc1[N+](=O)[O-] | 1 | -6 | -3 | 3 | -2 | -4 | 8 | -2 | -2 | 12
Cc1sc2ncnc(OCC(=O)N3CCN(S(=O)(=O)c4ccccc4)CC3)c2c1C | 4 | 2 | 2 | 8 | 1 | -5 | 2 | -1 | -177 | -3
CC1CCc2ccccc2N1C(=O)c1cccs1 (stereo unspecified) | 7 | 0 | 1 | -6 | 1 | 2 | 1 | -1 | 5 | -2
CC1c2cc3c(cc2CCN1C(=O)c1ccc(Cl)cc1)OCCCO3 (stereo unspecified) | -8 | 1 | 5 | -3 | 1 | 0 | 1 | -1 | 0 | -3
COC(=O)[C@@]12CCCN1[C@H](c1ccc(-c3ccc(Cl)c(Cl)c3)c(OC)c1)[C@H]1C(=O)N(C)C(=O)[C@H]12 | -8 | 1 | 0 | 3 | 1 | 3 | -4 | -1 | -28 | 3
CC(C(=O)N1CCc2ccccc21)n1cnc2c1c(=O)n(C)c(=O)n2C (stereo unspecified) | 6 | 4 | 4 | 4 | 1 | -2 | -2 | 13 | -1 | 3
Cc1nnc(SCC(=O)c2c(N)n(C3CC3)c(=O)[nH]c2=O)n1-c1ccccc1 | 12 | 0 | 5 | -3 | 2 | 6 | -3 | 3 | 7 | -1
Cc1ccccc1C(=O)NCC(C)NC(=O)c1ccccc1C (stereo unspecified) | 4 | 0 | 2 | 2 | -2 | 3 | 3 | 0 | 4 | -1

From PubChem
